U2OS ROS induce = ROS inducers in U2OS cancer cells, primary screen, cell-based, H2DCF-DA fluorescence; U2OS ROS induction; ROS induction (% of piperlongumine), % at 10 µM; actives 2% (n = 46,000); AID 624156, 2012; in the data active = ROS induction above about 79%, passing the limit was not always enough; inconclusive = no clear call, values can overlap the other calls;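 also: 0% = DMSO vehicle median and 100% = reference compound median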
* marks the source's active call; other numbers are inactive results. The list is partial (hit frequency here may not be typical).

For COc1ccc(NC(=O)Nc2cc(F)cc(F)c2)cc1OC1CCCC1 the results were U2OS ROS induce -3.3.
`CO[C@]12C[C@@H](COC(=O)c3cncc(Br)c3)CN(C)[C@@H]1Cc1cn(C)c3cccc2c13` gave U2OS ROS induce 10.3.
`COc1ccc(S(=O)(=O)N(C)C[C@@H]2OCc3cnnn3CCCC(=O)N([C@@H](C)CO)C[C@H]2C)cc1` gave U2OS ROS induce -1.0.
For Cc1noc(C)c1S(=O)(=O)N(C)C[C@H]1Oc2ccc(NC(=O)Nc3ccc4c(c3)OCO4)cc2CC(=O)N([C@H](C)CO)C[C@H]1C the results were U2OS ROS induce 1.3.
CC1C(c2ccccc2)=[N+]([O-])C(C)(C)N1O (centres undefined) was read as U2OS ROS induce 19.2.
`C[C@@H]1O[C@@H](O[C@H]2[C@H](O[C@H]3CC[C@@]4(C)C(CC[C@]5(C)C4CC=C4[C@@H]6CC(C)(C)CC[C@]6(C(=O)O[C@@H]6O[C@H](CO[C@@H]7O[C@H](CO)[C@@H](O)[C@H](O)[C@H]7O)[C@@H](O)[C@H](O)[C@H]6O)CC[C@]45C)[C@]3(C)CO)OC[C@H](O)[C@@H]2O)[C@H](O)[C@H](O)[C@H]1O` (some centres undefined) gave U2OS ROS induce -1.5.
`Cc1c(C(=O)N2CCOCC2)[nH]c2ccc(OCc3ccccc3)cc12` gave U2OS ROS induce 73.6.
C[C@@H]1CN([C@H](C)CO)C(=O)Cc2cc(NC(=O)Nc3ccc(C(F)(F)F)cc3)ccc2O[C@@H]1CN(C)Cc1ccc(Cl)c(Cl)c1 was read as U2OS ROS induce -2.1.
C[C@@H]1CN([C@H](C)CO)C(=O)c2cc(NC(=O)Cn3cnnn3)ccc2O[C@H]1CN(C)C(=O)Nc1ccc(C(F)(F)F)cc1 was read as U2OS ROS induce 1.6.
For C[C@@H]1O[C@@H](OCC2OC(OC3C(OC4C(Oc5c(-c6ccc(O)c(O)c6)oc6cc(O)cc(O)c6c5=O)OC(CO)C(O)C4O)OC(CO)C(O)C3O)C(O)C(O)C2O)[C@H](O)[C@H](O)[C@H]1O (some centres undefined) the results were U2OS ROS induce -6.5.
C[C@H]1CN([C@@H](C)CO)C(=O)CCCn2cc(nn2)CO[C@H]1CN(C)C(=O)Cc1ccccc1 was read as U2OS ROS induce -8.2.
For C[C@@H]1CN([C@H](C)CO)C(=O)c2cccc(NC(=O)NC3CCCCC3)c2O[C@@H]1CN(C)Cc1ccc(Cl)c(Cl)c1 the results were U2OS ROS induce -1.7.
For C[C@H]1CN([C@@H](C)CO)C(=O)c2cc(NC(=O)CCC(F)(F)F)ccc2O[C@H]1CN(C)C(=O)Nc1ccc(C(F)(F)F)cc1 the results were U2OS ROS induce 16.0.
Screening CC1CCN(S(=O)(=O)c2ccc3nc(-c4cccnc4)cc(C(=O)NCC4CCCO4)c3c2)CC1 (centres undefined) returned U2OS ROS induce 0.8.
For C[C@@H]1CN([C@@H](C)CO)C(=O)c2cccc(NC(=O)C3CCCCC3)c2O[C@@H]1CN(C)S(C)(=O)=O the results were U2OS ROS induce -0.4.
For c1ccc(CN2CCN(c3ncnc4sc5c(c34)CCCCC5)CC2)cc1 the results were U2OS ROS induce 69.2.
COC(=O)c1cc(OC)c(OC)cc1NC(=O)COc1ccc2ccccc2c1Br was read as U2OS ROS induce 18.9.
Cc1cc2nnc(SCC(=O)c3cc(C)n(Cc4ccccc4)c3C)n2c2ccccc12 was read as U2OS ROS induce 20.3.
For C[C@@H]1CN([C@H](C)CO)C(=O)Cc2cc(NC(=O)c3ccncc3)ccc2O[C@@H]1CN(C)C(=O)Nc1ccccc1 the results were U2OS ROS induce 8.9.
Screening Cc1noc(C)c1NC(=O)Nc1cccc2c1O[C@H](CN(C)S(C)(=O)=O)[C@@H](C)CN([C@H](C)CO)C2=O returned U2OS ROS induce -6.5.
Screening COC(=O)c1cnn2c3c(c(C)nc12)CCCC3 returned U2OS ROS induce -2.5.
Screening CCc1nc(SCC(=O)C(C)(C)C)c(C#N)cc1C returned U2OS ROS induce -1.6.
`O=C1O[C@@H](c2ccccc2)[C@@H](c2ccccc2)N2[C@@H](c3ccc(OCCO)cc3)[C@]3(C(=O)Nc4ccc(C#CCCO)cc43)[C@@H](C(=O)O)[C@H]12` gave U2OS ROS induce 0.9.
For COc1ccccc1/C=C/C(=O)Nc1sc2c(c1C(N)=O)CCC2 the results were U2OS ROS induce -3.2.
Screening O=C1c2cccc(O)c2C(=O)c2c(O)cccc21 returned U2OS ROS induce 11.5.
C[C@@H]1CN([C@@H](C)CO)C(=O)Cc2cc(NC(=O)C3CC3)ccc2O[C@@H]1CN(C)CC1CCCCC1 was read as U2OS ROS induce -7.1.
C[C@@H]1CN([C@H](C)CO)C(=O)Cc2cc(NS(=O)(=O)c3cn(C)cn3)ccc2O[C@@H]1CN(C)C(=O)Nc1cccc2ccccc12 was read as U2OS ROS induce 1.8.
C[C@H](CO)N1C[C@H](C)[C@@H](CN(C)C(=O)Nc2ccc(F)cc2)Oc2ccc(NS(C)(=O)=O)cc2C1=O was read as U2OS ROS induce -2.9.
Screening C[C@H]1CN([C@@H](C)CO)C(=O)Cc2cc(NS(=O)(=O)c3ccc(F)cc3)ccc2O[C@H]1CN(C)C(=O)Nc1ccc(C(F)(F)F)cc1 returned U2OS ROS induce 37.2.
C[C@@H]1CCCCO[C@@H](CN(C)Cc2ccc(Cl)c(Cl)c2)[C@@H](C)CN([C@H](C)CO)C(=O)c2cc(NS(C)(=O)=O)ccc2O1 was read as U2OS ROS induce 28.9.

Structures from the list above with a Cl atom, in the order listed:
C[C@@H]1CN([C@H](C)CO)C(=O)Cc2cc(NC(=O)Nc3ccc(C(F)(F)F)cc3)ccc2O[C@@H]1CN(C)Cc1ccc(Cl)c(Cl)c1 was read as U2OS ROS induce -2.1.
For C[C@@H]1CN([C@H](C)CO)C(=O)c2cccc(NC(=O)NC3CCCCC3)c2O[C@@H]1CN(C)Cc1ccc(Cl)c(Cl)c1 the results were U2OS ROS induce -1.7.
C[C@@H]1CCCCO[C@@H](CN(C)Cc2ccc(Cl)c(Cl)c2)[C@@H](C)CN([C@H](C)CO)C(=O)c2cc(NS(C)(=O)=O)ccc2O1 was read as U2OS ROS induce 28.9.

New compounds follow.
Screening C[C@@H]1CN([C@@H](C)CO)C(=O)c2cccc(NC(=O)Nc3ccccc3)c2O[C@@H]1CN(C)Cc1ccc(Cl)c(Cl)c1 returned U2OS ROS induce 28.5.
`Cc1ccc(S(=O)(=O)Nc2ccc3c(c2)C(=O)N([C@@H](C)CO)C[C@@H](C)[C@@H](CN(C)S(=O)(=O)c2ccccc2)O3)cc1` gave U2OS ROS induce 2.2.
`NC(=O)COc1ccccc1/C=N/NC(=O)c1ccccn1` gave U2OS ROS induce 18.6.
For Cc1cccc(C(=O)NCc2n[nH]c(=S)n2-c2ccccc2)c1 the results were U2OS ROS induce 3.9.
Screening CC(C)(C)n1ncc2c(=O)n(Cc3cccc(C(F)(F)F)c3)cnc21 returned U2OS ROS induce 0.9.
Screening C[C@H](CO)N1C[C@H](C)[C@H](CN(C)Cc2ccncc2)Oc2ccc(NC(=O)c3ccncc3)cc2CC1=O returned U2OS ROS induce 11.0.
C[C@H](CO)N1C[C@H](C)[C@H](CN(C)C(=O)Nc2ccc(C(F)(F)F)cc2)Oc2ccc(NC(=O)Cn3cnnn3)cc2C1=O was read as U2OS ROS induce -5.1.
`CCc1ccc(CNC(=O)CN2C(=O)CSc3ncccc32)cc1` gave U2OS ROS induce -16.3.
O=C(c1cnn2c(C(F)(F)F)cc(-c3ccccc3)nc12)N1CCCC1 was read as U2OS ROS induce 5.8.
Screening Cc1cc(C)c2nc(-c3ccncc3)cc(C(=O)NCCCn3ccnc3)c2c1 returned U2OS ROS induce -5.9.
Screening Cn1ccnc1SCC(=O)Nc1ccc2c(c1)COC2=O returned U2OS ROS induce inconclusive.
`C[C@@H]1CN([C@H](C)CO)C(=O)c2cc(NC(=O)c3ccncc3)ccc2O[C@@H]1CN(C)Cc1ccc(C(=O)Nc2ccccc2N)cc1` gave U2OS ROS induce 26.0.
COc1ccc(OC)c(NC(=O)C2=C(C)NC(=S)NC2c2ccc(OC)cc2OC)c1 (centres undefined) was read as U2OS ROS induce inconclusive.
For C[C@H]1CN([C@@H](C)CO)C(=O)Cc2cc(NC(=O)Nc3ccc(F)cc3)ccc2O[C@H]1CN(C)S(=O)(=O)c1cccs1 the results were U2OS ROS induce 7.8.
For Cc1cc(C(=O)Nc2cccc3c2O[C@H](CN(C)S(=O)(=O)c2c(C)noc2C)[C@H](C)CN([C@@H](C)CO)C3=O)n(C)n1 the results were U2OS ROS induce 15.6.
COC(=O)CCCCCCC(=O)N/N=C/c1ccc(OC)c(O)c1 was read as U2OS ROS induce -1.5.
COc1cc(Cc2cnc(N)nc2N)cc(OC)c1OC was read as U2OS ROS induce 18.3.
For C[C@H]1CN([C@@H](C)CO)C(=O)c2cc(NS(C)(=O)=O)ccc2O[C@H]1CN(C)C(=O)Nc1ccc2c(c1)OCO2 the results were U2OS ROS induce -19.4.
Screening CCCC1=C(C(=O)OCC)C(c2cccnc2)n2nc(C)nc2N1 (centres undefined) returned U2OS ROS induce 62.2.
C[C@H]1CN([C@@H](C)CO)C(=O)c2cc(NC(=O)c3ccncc3)ccc2O[C@@H]1CN(C)C(=O)NC1CCCCC1 was read as U2OS ROS induce -3.9.
For C[C@@H]1CN([C@H](C)CO)C(=O)Cc2cc(NS(=O)(=O)c3ccccc3)ccc2O[C@@H]1CN(C)S(C)(=O)=O the results were U2OS ROS induce 3.1.
`C[C@@H]1CN([C@@H](C)CO)C(=O)c2cccc(NS(=O)(=O)c3ccc(Cl)cc3)c2O[C@@H]1CN(C)S(=O)(=O)c1ccc(Cl)cc1` gave U2OS ROS induce -1.0.
Screening COc1ccc(CN(C)C[C@@H]2Oc3c(NC(=O)NC4CCCCC4)cccc3C(=O)N([C@@H](C)CO)C[C@@H]2C)cc1 returned U2OS ROS induce 0.6.
`C[C@H]1CN([C@@H](C)CO)C(=O)c2cccc(NC(=O)C3CC3)c2O[C@H]1CN(C)Cc1ccc(C(F)(F)F)cc1` gave U2OS ROS induce 13.0.
`O=C(CCCCC(=O)N/N=C/c1nccs1)NO` gave U2OS ROS induce -1.2.
COc1ccc(S(=O)(=O)N(C)C[C@H]2Oc3c(NC(=O)Nc4ccc(F)cc4)cccc3C(=O)N([C@@H](C)CO)C[C@@H]2C)cc1 was read as U2OS ROS induce 17.9.
For O=C(COC(=O)c1c2c(nc3ccccc13)CCCC2)Nc1nc2ccccc2s1 the results were U2OS ROS induce 14.0.
`COc1ccc(-c2cnc3c(c2)C(=O)N([C@H](C)CO)C[C@H](C)[C@H](CN(C)S(=O)(=O)c2ccc(C#N)cc2)O3)cc1` gave U2OS ROS induce 22.5.
For COc1ccccc1OCC(=O)Nc1ccc(-c2nc3ccc(C)cc3[nH]2)cc1 the results were U2OS ROS induce 24.0.
COc1ccc(Cl)cc1NC(=O)N(C)Cc1c(C)nn(C)c1C was read as U2OS ROS induce 4.1.

Reprinted at random: 3 records from the list.
Screening COc1ccc(CN(C)C[C@@H]2Oc3c(NC(=O)NC4CCCCC4)cccc3C(=O)N([C@@H](C)CO)C[C@@H]2C)cc1 returned U2OS ROS induce 0.6.
For C[C@@H]1CN([C@H](C)CO)C(=O)Cc2cc(NS(=O)(=O)c3ccccc3)ccc2O[C@@H]1CN(C)S(C)(=O)=O the results were U2OS ROS induce 3.1.
For COc1ccccc1OCC(=O)Nc1ccc(-c2nc3ccc(C)cc3[nH]2)cc1 the results were U2OS ROS induce 24.0.

Next compounds follow:
For CN(C1CCCCC1)S(=O)(=O)c1csc(C(N)=O)c1 the results were U2OS ROS induce -5.2.
For COc1ccccc1CN1CC(C(=O)NC2CCCCC2)CC1=O (centres undefined) the results were U2OS ROS induce -5.8.
`Cc1ncc(CO)c2cc(C(=O)Nc3ccccc3)c(=Nc3ccccc3)oc12` gave U2OS ROS induce -1.3.
`Cc1ccc(C2=NN=C(NC(=O)C(F)(F)F)SC2)cc1` gave U2OS ROS induce 4.9.
Cc1cc(-c2ccc3ccccc3n2)nc2ccc3ccccc3c12 was read as U2OS ROS induce 11.3.
Screening COc1cc(CCC(=O)O)oc(=O)c1 returned U2OS ROS induce -1.1.
For CCC(C)NC(=O)Nc1ccc(Br)cc1F (centres undefined) the results were U2OS ROS induce 10.1.
`C[C@H]1CN([C@@H](C)CO)C(=O)c2cccc(NS(C)(=O)=O)c2O[C@H]1CN(C)CC1CCCCC1` gave U2OS ROS induce -6.0.
CS(=O)(=O)N(CC(=O)NC1CCCCC1)c1cccc(Cl)c1 was read as U2OS ROS induce 3.1.
COC(=O)/C(=C/c1ccc2c(c1)OCO2)NC(=O)c1ccc(C(C)(C)C)cc1 was read as U2OS ROS induce -3.4.
Screening C[C@@H]1CN([C@@H](C)CO)C(=O)c2cc(NS(C)(=O)=O)ccc2O[C@H]1CN(C)C(=O)Nc1cccc2ccccc12 returned U2OS ROS induce -12.2.
CC(NCCC(c1ccccc1)c1ccccc1)c1ccccc1 (centres undefined) was read as U2OS ROS induce 5.1.
`CC(C)C(C(=O)O)N1C(=O)/C(=C/c2ccccc2)SC1=S` (centres undefined) gave U2OS ROS induce -4.3.
Screening O=C(CSc1nc2ccccc2c(=O)n1Cc1ccccc1)c1cc2ccccc2o1 returned U2OS ROS induce -13.1.
For C[C@H]1CN([C@@H](C)CO)C(=O)Cc2cc(NC(=O)C3CCCCC3)ccc2O[C@H]1CN(C)Cc1ccc(C(=O)O)cc1 the results were U2OS ROS induce -5.2.
Screening Cc1noc(C)c1S(=O)(=O)Nc1ccc2c(c1)C(=O)N([C@H](C)CO)C[C@@H](C)[C@@H](CN(C)C(=O)Nc1ccc3c(c1)OCO3)O2 returned U2OS ROS induce -4.5.
`Nc1ccc2nc(NC(=O)C34CC5CC(CC(C5)C3)C4)sc2c1` gave U2OS ROS induce 64.4.
Cc1nc([N+](=O)[O-])c(Sc2nc3ncc(Cl)cc3[nH]2)n1Cc1ccccc1 was read as U2OS ROS induce 7.5.
C[C@H](CO)N1C[C@H](C)[C@H](CN(C)Cc2ccc(Cl)c(Cl)c2)Oc2c(NS(=O)(=O)c3cn(C)cn3)cccc2C1=O was read as U2OS ROS induce 26.4.

By substructure: the compounds so far containing a cyano group (two)
Screening CCc1nc(SCC(=O)C(C)(C)C)c(C#N)cc1C returned U2OS ROS induce -1.6.
`COc1ccc(-c2cnc3c(c2)C(=O)N([C@H](C)CO)C[C@H](C)[C@H](CN(C)S(=O)(=O)c2ccc(C#N)cc2)O3)cc1` gave U2OS ROS induce 22.5.

Screening results as filed in PubChem.
